Mcl1-Noxa inh: Mcl-1/Noxa interaction inhibition. Q07820. TR-FRET Mcl-1/Noxa peptide binding, 2 h. inhibition, % at 21.7 µM. 220,000 tested, 1.5% active;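 active = compounds that cut the protein-peptide binding signal by more than 50% relative to plate controls in a single-dose test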;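 also: His-tagged Mcl-1 with rhodamine Noxa BH3 peptide and terbium anti-His antibody; 0% = Mcl-1 plus Noxa peptide wells and 100% = peptide-only wells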
Target sequence (Q07820 whole entry, looked up): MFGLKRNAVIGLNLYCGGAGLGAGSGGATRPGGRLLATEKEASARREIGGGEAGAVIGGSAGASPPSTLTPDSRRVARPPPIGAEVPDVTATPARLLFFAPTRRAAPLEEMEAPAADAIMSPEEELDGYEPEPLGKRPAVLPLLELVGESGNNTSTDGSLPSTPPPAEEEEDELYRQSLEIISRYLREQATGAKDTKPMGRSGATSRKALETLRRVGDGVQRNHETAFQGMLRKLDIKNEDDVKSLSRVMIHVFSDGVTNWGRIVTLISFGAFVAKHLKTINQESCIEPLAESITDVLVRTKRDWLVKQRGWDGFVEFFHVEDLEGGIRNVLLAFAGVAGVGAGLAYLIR
Rab7 wt GTP bind: dog Rab7 wildtype GTP binding, inhibitors and activators. GST-Rab7 beads, fluorescent GTP binding, flow cytometry; actives lie on both sides; untreated = 100%, excess cold GTP = 0%. GTP binding activity (percent of control), % at 10 µM. 190,000 tested, 0.055% active. AID 758;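 active = fluorescent GTP binding to Rab7 beads changed by at least 20 points from the 100% baseline, either direction, mostly lower; inconclusive = compound itself probably fluorescent, or too few beads counted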;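 also: median green fluorescence of bound Bodipy-FL-GTP per Rab7 bead population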
Rab2A wt mod: changes GTP binding to wildtype dog Rab2A, up or down. P61105. 190,000 tested, 0.19% active. GST-Rab2 wt beads, Bodipy-GTP binding, flow cytometry. GTP binding activity, % at 10 µM;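 active = GTP binding activity at least 20 points away from 100%, either lowered or raised; inconclusive = signal likely due to the compound's own green fluorescence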;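 also: 0% = beads with excess unlabeled GTP and 100% = no-compound control corrected for plate trend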
Mcl1-Bid inh: disrupts binding of human Mcl-1 to Bid peptide; inhibition, % at 21.7 µM; 220,000 tested, 0.97% active; TR-FRET Mcl-1/Bid-Dy647 peptide binding, 1536-well; Q07820;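 active = compounds that cut the binding signal by more than half at the single screening dose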;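 also: His-tagged Mcl-1 with europium anti-His antibody binding Bid BH3 peptide; 0% = Mcl-1 plus peptide wells and 100% = peptide-only wells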
Rac1 wt modul: modulators of human Rac1 wildtype GTP binding; P63000; GST-Rac1 beads, fluorescent GTP binding, flow cytometry; actives lie on both sides; 0 = cold GTP competed, 100 = untreated; GTP binding activity (% of control), % at 10 µM; 190,000 tested, 0.27% active;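 active = GTP binding activity at least 20 points away from the 100% control level, either lower or higher; inconclusive = compound flagged as likely green fluorescent, judged across all proteins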
Rac1 act GTP bind: modulators of GTP binding to human Rac1 activated mutant; P63000; GST-Rac1 activated beads, fluorescent GTP binding, flow cytometry; actives lie on both sides; 100% means binding = to untreated wells; 190,000 tested, 0.11% active; percent activity (GTP binding), % at 10 µM;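 active = GTP binding at least 20 percentage points away from the 100% baseline, in either direction, so actives lie on both sides; inconclusive = Compound likely fluorescent itself, or too few beads counted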
Avidin bead fluor: avidin bead compound fluorescence profile; fluorescence (KMESF) at 10 µM; 220,000 tested, 0.38% active; Avidin beads, compound fluorescence 488/530 nm, flow cytometry; stronger effect = higher value; in the data active = fluorescence above about 47; also: inactives centre near 10
Cdc42 wt: human Cdc42 wildtype GTP binding change, either direction | P60953 | GST-Cdc42 beads, Bodipy-GTP binding, flow cytometry; actives lie on both sides | percent activity (GTP binding), % at 10 µM | 190,000 tested, 0.2% active;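 active = percent activity GTP binding at least 20 points away from the 100% baseline, either down as inhibitor or up as activator; inconclusive = compound flagged as likely green fluorescent from well-wide comparison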;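 also: median bead fluorescence of bound Bodipy-FL-GTP at 100 nM; 0% = excess unlabeled GTP control and 100% = no compound control; below 100% means less GTP binding so inhibitor and above means activator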
Target sequence (P60953 whole entry, looked up): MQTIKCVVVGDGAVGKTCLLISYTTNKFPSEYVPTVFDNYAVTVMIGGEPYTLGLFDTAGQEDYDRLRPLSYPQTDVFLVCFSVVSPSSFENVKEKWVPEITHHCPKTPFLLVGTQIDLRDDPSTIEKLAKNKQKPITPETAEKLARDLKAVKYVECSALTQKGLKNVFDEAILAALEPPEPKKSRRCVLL
GSH fluor: GSH bead compound fluorescence profile | GSH beads flow cytometry, compound fluorescence 488/530 nm; stronger effect = higher value | fluorescence (KMESF) at 10 µM | 190,000 tested, 0.25% active; in the data active = fluorescence above about 89;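 also: glutathione beads carrying GST-tagged Bcl family fusion proteins plus one bare bead set; values are compound well signal with DMSO vehicle wells as background; inactives centre near 16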
HRas wt GTP bind: modulators of GTP binding to human HRas wildtype; P01112; 190,000 tested, 0.14% active; GST-Ras wt beads, Bodipy-FL-GTP binding, flow cytometry; actives lie on both sides; GTP binding activity, % at 10 µM;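 active = GTP binding activity at least 20% away from the 100% baseline, either lowered as inhibitor or raised as activator; inconclusive = flagged as likely green fluorescent, judged across all proteins in the well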;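 also: 0% = unlabeled GTP competition control and 100% = no-compound control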
Target sequence (P01112 whole entry, looked up): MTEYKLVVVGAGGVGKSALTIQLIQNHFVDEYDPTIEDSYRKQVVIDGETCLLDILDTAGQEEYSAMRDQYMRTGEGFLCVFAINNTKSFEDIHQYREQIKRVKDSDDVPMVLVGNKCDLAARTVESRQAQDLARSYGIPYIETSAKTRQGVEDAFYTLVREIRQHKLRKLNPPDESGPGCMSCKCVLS
Pf gamet viab: kills late stage P. falciparum gametocytes; P. falciparum stage V gametocytes, ATP luminescence, 24 h; AID 743093; 150,000 tested, 0.065% active; inhibition, % at 10.9 µM;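 active = inhibition above the mean plus 3 SD of compounds within the control limits, set per campaign, cut at about 38% in these data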;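 also: 0% = DMSO wells and 100% = medium only without gametocytes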
An asterisk follows results filed as active; ? = inconclusive; . = no result given.

SMILES	Mcl1-Noxa inh	Rab7 wt GTP bind	Rab2A wt mod	Mcl1-Bid inh	Rac1 wt modul	Rac1 act GTP bind	Avidin bead fluor	Cdc42 wt	GSH fluor	HRas wt GTP bind	Pf gamet viab
COc1ccc(Nc2nc(N)nc(CSC(=S)N3CCCCC3)n2)cc1	-7	?	?	-20	?	?	24	?	16	?	-11
Cc1ccc(-c2nnc(Oc3ccc(NC(=O)c4ccccc4)cc3)c3ccccc23)cc1	-17	99	98	50	98	99	5	95	13	97	2
NC(=O)CN1CCN(C(=O)Nc2ccccc2)CC1	2	103	98	-17	105	99	10	98	21	99	.
COC(=O)c1c(NC(=O)CSc2nnc(C)c(=O)[nH]2)sc(C)c1C	22	97	95	7	98	92	8	94	13	94	3
Cc1[nH]c2ccccc2c1C(=O)C(=O)N1CCCc2ccccc21	32	99	98	-14	101	96	5	98	10	96	.
Brc1ccc(/C=C/C=N/Nc2nc3ccccc3s2)cc1	-16	100	95	-17	93	94	11	95	18	96	.
CC(C)CC(=O)Nc1ccccc1-c1nnn(CC(=O)N2CCOCC2)n1	-8	106	104	-22	111	101	11	107	60	104	.
CC(C)CC(=O)Nc1ccc(C(=O)NN2C(=O)c3ccccc3C2=O)cc1	-8	97	100	-68	102	99	13	98	13	99	-19
CCCC/C=C1\CCc2c([nH]c3ccccc23)C1=O	18	99	99	-42	99	97	6	98	12	99	7
Cc1ccc(NC(=O)C2CCCN2C(=O)NC2CCCCC2)c(C)c1 (centres undefined)	5	102	102	4	104	97	5	99	64	100	.
CCCC(=O)Nc1nc(-c2ccccc2)ns1	4	96	100	-30	102	99	3	95	8	98	3
COc1ccc(NC(=O)C2CCCN(S(=O)(=O)c3c(C)[nH]c(=O)[nH]c3=O)C2)cc1Cl (centres undefined)	-6	96	90	2	89	92	12	91	12	93	-12
COc1cc(CN2CCNC(=O)C2CC(=O)NCc2csc(C(C)C)n2)cc(OC)c1 (centres undefined)	0	103	98	-14	102	96	10	98	58	97	0
CN(C)C(=O)c1cc(C(=O)c2ccccc2Cl)c[nH]1	13	100	98	-8	97	91	10	92	17	94	4
Cc1ccc2cc(/C=N/NC(=O)c3ccccc3O)c(Cl)nc2c1	64*	97	95	-7	95	96	23	93	11	95	.
COc1cccc(NC(=O)Nc2cccn(Cc3ccccc3)c2=O)c1	-4	106	99	-32	106	101	13	99	35	104	.
O=C(CC1C(=O)NCCN1Cc1ccc(-c2ccccc2)cc1)NCc1ccccc1 (centres undefined)	3	101	97	-41	102	97	10	96	11	99	-1
CC(C)(C)c1nnc(N/N=C/c2ccc(Br)cc2)n(N)c1=O	26	97	97	-3	102	100	3	98	5	99	14
c1cc(-c2nnc3n2CCCCC3)ccn1	9	98	97	-11	97	96	38	98	14	99	.
CCCOc1cccc(C2/C(=C(/O)c3ccc(F)cc3)C(=O)C(=O)N2CCN(C)C)c1 (centres undefined)	25	96	101	-29	105	99	8	102	30	100	.

Some of these compounds in order of SMILES length, rising:
SMILES	Mcl1-Noxa inh	Rab7 wt GTP bind	Rab2A wt mod	Mcl1-Bid inh	Rac1 wt modul	Rac1 act GTP bind	Avidin bead fluor	Cdc42 wt	GSH fluor	HRas wt GTP bind	Pf gamet viab
c1cc(-c2nnc3n2CCCCC3)ccn1	9	98	97	-11	97	96	38	98	14	99	.
CCCC(=O)Nc1nc(-c2ccccc2)ns1	4	96	100	-30	102	99	3	95	8	98	3
CCCC/C=C1\CCc2c([nH]c3ccccc23)C1=O	18	99	99	-42	99	97	6	98	12	99	7
Brc1ccc(/C=C/C=N/Nc2nc3ccccc3s2)cc1	-16	100	95	-17	93	94	11	95	18	96	.
CN(C)C(=O)c1cc(C(=O)c2ccccc2Cl)c[nH]1	13	100	98	-8	97	91	10	92	17	94	4
COc1cccc(NC(=O)Nc2cccn(Cc3ccccc3)c2=O)c1	-4	106	99	-32	106	101	13	99	35	104	.
Cc1ccc2cc(/C=N/NC(=O)c3ccccc3O)c(Cl)nc2c1	64*	97	95	-7	95	96	23	93	11	95	.
CC(C)CC(=O)Nc1ccccc1-c1nnn(CC(=O)N2CCOCC2)n1	-8	106	104	-22	111	101	11	107	60	104	.
CC(C)CC(=O)Nc1ccc(C(=O)NN2C(=O)c3ccccc3C2=O)cc1	-8	97	100	-68	102	99	13	98	13	99	-19
O=C(CC1C(=O)NCCN1Cc1ccc(-c2ccccc2)cc1)NCc1ccccc1 (centres undefined)	3	101	97	-41	102	97	10	96	11	99	-1
COc1cc(CN2CCNC(=O)C2CC(=O)NCc2csc(C(C)C)n2)cc(OC)c1 (centres undefined)	0	103	98	-14	102	96	10	98	58	97	0
CCCOc1cccc(C2/C(=C(/O)c3ccc(F)cc3)C(=O)C(=O)N2CCN(C)C)c1 (centres undefined)	25	96	101	-29	105	99	8	102	30	100	.
COc1ccc(NC(=O)C2CCCN(S(=O)(=O)c3c(C)[nH]c(=O)[nH]c3=O)C2)cc1Cl (centres undefined)	-6	96	90	2	89	92	12	91	12	93	-12

The listing continues:
SMILES	Mcl1-Noxa inh	Rab7 wt GTP bind	Rab2A wt mod	Mcl1-Bid inh	Rac1 wt modul	Rac1 act GTP bind	Avidin bead fluor	Cdc42 wt	GSH fluor	HRas wt GTP bind	Pf gamet viab
CCS(=O)(=O)CCSc1nc2ccccc2s1	3	96	100	-43	100	97	6	95	13	96	.
Nc1ccc(SCCN2C(=O)c3ccccc3C2=O)cc1	1	94	97	-141	98	96	9	98	10	98	14
CCC(=O)Oc1cccc(C(=O)Nc2ccc(-c3nnc(-c4ccco4)o3)cc2)c1	5	102	96	34	98	99	35	100	25	97	.
CC(C)CNC(=O)CSc1nnc(-c2ccccn2)n1Cc1ccccc1	3	100	103	1	109	101	8	107	17	103	-24
CCCCNC(=O)c1sc2nc(C)cc(COC)c2c1-n1cccc1	15	100	103	-17	107	100	7	99	11	102	8
COc1ccc(NC(C)=O)cc1NC(C)c1nc2sc(C)c(C)c2c(=O)[nH]1 (centres undefined)	32	107	96	-40	96	96	9	94	15	96	9
CCOC(=O)C1(C/C(C)=N/NC(N)=O)CC(C)(C)OC1=O (centres undefined)	11	99	100	-2	103	100	6	104	9	104	15
COC(=O)c1cc(C(=O)OC)n(Cc2ccc(F)cc2)n1	3	103	102	-22	104	103	10	106	25	104	.
Cc1nn2c(N)csc2nc1=O	28	?	?	8	?	?	7	?	26	?	.
Cc1c(C(=O)N2CCN(CCc3ccccc3)CC2)oc2ccccc12	6	99	97	-4	99	97	10	100	13	98	.
COc1ccc(N(CC(=O)Nc2ccc(C(N)=O)cc2)S(=O)(=O)c2ccc(C)c([N+](=O)[O-])c2)cc1	2	104	99	-8	99	97	9	99	9	99	11
COC(=O)c1ccc(/C=N/NC(=O)CC(=O)NCc2cccnc2)cc1	-6	103	98	-32	97	95	9	94	7	97	-22
Cc1ccc(C)n1-n1cnc2sc3c(c2c1=O)CCC3	8	102	104	-15	108	102	36	107	19	105	.
COc1ccccc1-c1ccc(/C=C2/C=C(C)OC2=O)o1	2	102	99	-4	102	98	12	100	19	98	.
Cc1[nH]nc2c1-c1nc3ccccc3nc1C(C)(C)C2	20	98	94	15	94	93	12	97	15	96	.
Cc1ccccc1NC(=O)c1ccc2c(c1)OCCO2	-5	100	92	-7	94	94	9	93	52	95	.
Cc1ccc(NC(=O)CSc2nnc(CCNC(=O)OC(C)(C)C)o2)c(C)c1	12	105	104	3	105	97	7	102	17	101	15
CCOc1ccc(N(CC(=O)N/N=C/c2ccc(OC(C)C)cc2)S(C)(=O)=O)cc1	-5	96	96	4	103	101	5	99	10	98	.
O=C1CC(c2ccc(O)cc2)Oc2cc(O)cc(O)c21 (centres undefined)	10	98	97	33	101	96	10	97	21	99	.
Cc1ccc(N2C(=O)C3C(C(=O)c4ccccc4)=NN(c4ccccc4)C3C2=O)cc1 (centres undefined)	-92	100	99	-1	102	101	5	102	7	100	9
CN(C(=O)c1ccco1)c1nc2c(s1)CCCC2	-12	100	105	-28	110	103	10	103	9	104	.
CCOC(=O)Nc1c(C(=O)OC)[nH]c2cccc(OC)c12	1	100	99	-21	100	95	57*	102	28	101	.
COc1cc2c(cc1NC(=O)CN(C)Cc1ccc(OC)c(OC)c1)oc1ccccc12	-8	98	99	-34	100	97	14	98	12	97	17
OC1(C2(O)CC(c3ccccc3)ON2)CCCCC1 (centres undefined)	3	97	95	-7	99	95	6	99	7	97	.
CCC(SC1=N/C(=C/c2ccccc2)C(=O)N1c1ccccc1)C(=O)Nc1cc(C)on1 (centres undefined)	0	101	102	-9	102	101	3	102	7	99	-7
CCOC(=O)CN1C(=O)N[C@H](c2ccc(Br)cc2)C(C(C)=O)=C1C	9	100	98	-7	100	99	10	99	20	98	.
COC(=O)c1ccccc1-c1ccc(/C=C2\C(=O)N(c3ccccc3)N=C2c2ccccc2)o1	4	102	95	-25	102	92	7	99	7	100	.
CCc1ccccc1NC(=O)COc1ccc2oc(-c3ccc(OC)cc3)cc(=O)c2c1	6	99	101	42	106	99	8	104	10	101	-21
CC(C)c1ccc(C(CC(=O)O)NC(=O)c2cccs2)cc1 (centres undefined)	-7	96	94	-5	100	94	10	97	17	97	.
O=C(CN1CCCCCC1)Nc1ccccc1Oc1ccccc1	4	106	102	-27	100	95	5	101	9	101	4
O=C(c1noc2c1CCCC2)N1CCOCC1	-8	96	104	-10	104	99	14	106	24	105	.
COc1ccc(S(=O)(=O)N2CCCOC2CNC(=O)C(=O)NCCCn2ccnc2)cc1OC (centres undefined)	30	97	99	-11	100	98	10	100	75	101	10
CCOCCCNC(=O)C(c1ccccc1)N(Cc1cccs1)C(=O)CNC(C)=O (centres undefined)	3	101	101	1	103	100	13	104	21	102	-84
O=C(CC1CCS(=O)(=O)C1)Nc1ccc[nH]c1=O (centres undefined)	12	101	105	-26	104	103	11	105	24	105	5
CN1c2ccsc2/C(=N/Nc2ccccc2)CS1(=O)=O	39	102	95	19	97	93	23	95	13	96	-14
O=C(Nc1cccc(C2OCCCO2)c1)c1cccs1	-16	99	97	-22	110	101	3	106	19	100	13
Cc1ccccc1OCCSc1nnc(-c2ccncc2)n1C	-1	97	98	-18	101	98	38	99	19	97	.
